Source: PubChem
CBFb-RUNX1 inh = blocks binding between human CBF-beta and RUNX1; Q01196+Q13951; AlphaScreen CBFb-His/RUNX1-biotin binding, biochemical; Potency, µM (highest dose often 59.8 µM), for inactives: at the top dose activity, negative = inhibition, hits mostly inhibitors; 230,000 tested, under 10 active; also: % of control where 0% means no effect
Target sequence (Q01196 whole entry, looked up): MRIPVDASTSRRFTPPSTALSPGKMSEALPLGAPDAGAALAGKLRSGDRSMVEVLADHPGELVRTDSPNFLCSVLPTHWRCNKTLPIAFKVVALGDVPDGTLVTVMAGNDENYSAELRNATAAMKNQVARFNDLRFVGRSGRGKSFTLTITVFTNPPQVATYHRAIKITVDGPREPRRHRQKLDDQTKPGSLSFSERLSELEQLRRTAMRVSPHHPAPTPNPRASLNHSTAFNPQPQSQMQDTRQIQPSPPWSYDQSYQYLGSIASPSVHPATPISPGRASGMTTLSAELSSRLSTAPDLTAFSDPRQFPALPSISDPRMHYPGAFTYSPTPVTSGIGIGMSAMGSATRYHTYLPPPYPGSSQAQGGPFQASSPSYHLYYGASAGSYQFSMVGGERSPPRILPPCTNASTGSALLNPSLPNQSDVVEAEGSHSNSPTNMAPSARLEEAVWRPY
Target sequence (Q13951 whole entry, looked up): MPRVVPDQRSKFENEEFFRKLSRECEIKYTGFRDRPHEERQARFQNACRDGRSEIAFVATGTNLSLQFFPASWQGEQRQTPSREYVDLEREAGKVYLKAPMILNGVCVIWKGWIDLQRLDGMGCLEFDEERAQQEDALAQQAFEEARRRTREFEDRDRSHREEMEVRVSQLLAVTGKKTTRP
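His-tagged CBF-beta and biotinylated RUNX1 (30 nM each) were premixed 20 min at room temperature, exposed to compound for 15 min, then given nickel-chelate and streptavidin AlphaScreen beads (50 ng each). After 90 min, AlphaScreen signal was read.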
HttQ103 aggreg = inhibitors of mutant huntingtin aggregate formation in PC12 cells | PC12 HttQ103-GFP aggregates, Acumen cytometry, 40 h | Potency, µM (titrated, usually from 46.1 µM), inactives show at the top dose activity change, negative = inhibition, hits mostly inhibitors | actives 1.1% (n = 220,000) | AID 1688; also: potency is read from the fitted curve at half-maximal effect; % is scaled to controls: 0 for no effect and ±100 for the full control effect; nearly all actives have a fitted effect of over 60% in size
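Read-out: GFP aggregate count by laser scanning cytometer (488 nm excitation, 500-530 nm emission, 1–25 µm objects >6 SD above background). Cells: PC12, inducible HTTex1-Q103-GFP, 100 nM tebufenozide; compounds titrated.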
GAA spleen mod = inhibitors or activators of human alpha-glucosidase in spleen homogenate; P10253; human spleen homogenate, 4-MU-alpha-glucoside fluorescence; Potency, µM (doses to about 79.9 µM), without a hit: top-dose activity change, negative = inhibition, most hits filed as inhibitors; actives 0.006% (n = 240,000); AID 2112;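 also: potency is read from the fitted curve at half-maximal effect; 0% = enzyme with vehicle and -100% = no enzyme basal signal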
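Human spleen homogenate (1 ug) incubated with compounds and 1 mM 4-methylumbelliferyl-alpha-D-glucopyranoside in pH 5.0 citrate/phosphate buffer, 37 C, 40 min. Stopped at pH 10; 4-MU fluorescence (Ex 365/Em 440 nm); AC50 by Hill fit.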
GAA inh = blocks human lysosomal alpha-glucosidase | P10253 | purified human GAA, 4-MU-alpha-glucoside fluorescence | Potency, µM (highest dose often 76.9 µM), inactives show at the highest dose activity change, negative = inhibition, most hits filed as inhibitors | actives 0.005% (n = 200,000) | AID 1466;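 also: potency is read from the fitted curve at half-maximal effect; plate controls were uninhibited enzyme wells for no effect and no-enzyme background for full effect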
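Human alpha-glucosidase, 4 nM, pre-mixed with test compounds before 400 uM 4-methylumbelliferyl substrate; 20 min room temperature at pH 5.0. Fluorescence read after pH 10 stop; AC50 values from Hill-equation fits.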
GAA glycogen = inhibitors or activators of human alpha-glucosidase glycogen cleavage | Potency, µM (top dose mostly 76.4 µM), inactives show top-dose activity change, negative = inhibition, most hits filed as inhibitors | P10253 | actives 0.38% (n = 300,000) | recombinant GAA, glycogen substrate, Amplex Red glucose oxidase fluorescence;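 also: potency is read from the fitted curve at half-maximal effect; 0% = full enzyme reaction and -100% = no-enzyme basal signal; the screen sought inhibitors and activators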
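qHTS, 1536-well; enzyme 4 nM final; cpd up to 77 uM; substrate bovine liver glycogen 30 ug; 50 mM citrate/phosphate pH 5.0, 0.01% Tween-20; 37 C, 40 min; Amplex Red detection 45 min RT; Hill fit → AC50.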
HTT cytoprotect = cytoprotection in Huntington HTT-Q103 PC12 cell model; PC12 HTT-Q103 induced, cytoprotection, ATP luminescence, 40 h; Potency, µM (series often up to 56.4 µM), inactives show cytoprotection (ATP increase), hits mostly activators; actives 0.14% (n = 230,000); AID 1471;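 also: potency is read from the fitted curve at half-maximal effect; % of control where 0% means no effect; nearly all actives have a fitted effect of over 45% in size; toxic huntingtin expression switched on by the ecdysone agonist tebufenozide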
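Readout: ATPlite luminescence (ATP level). Model: stable PC12, inducible Htt exon1 Q103-GFP. Inducer: tebufenozide, 100 nM final. Compounds: dose series. No G418 in medium.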
Lamin A splicing = LMNA splicing modulation. Potency, µM (titrated, usually from 46.1 µM), inactives show top-dose ratio change, negative = inhibition, actives largely listed as inhibitors. actives 0.01% (n = 200,000). HeLa LMNA splicing GFP/RFP minigene ratio, 48 h. AID 1487; active = well fitted inhibition curve with a large enough effect in the signal ratio, with a control signal flat, not every such curve was filed as active; inconclusive = small, poorly fitted or top-dose-only effect, or effect the other way, or a change in a side signal; the % refers to the signal ratio; also: potency is read from the fitted curve at half-maximal effect; % is scaled to controls: 0 for no effect and ±100 for the full control effect
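S3 HeLa cells stably expressing lamin A-EGFP splicing minigene plus DsRed2, 600 cells/well, 48 h compound exposure at 37C. Laser-scanning cytometry; analysed as GFP (500-530 nm)/RFP (575-640 nm) total intensity ratio; 0.5% DMSO vehicle.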
* hit, by the source's call; ? = inconclusive; . = no result given; & = joins results of further samples; [ ] = dose if it differs, or a comment. Unless noted, calls follow the shape of the dose curve; as a rule, active = well fitted curve in the direction sought with a large enough effect; inconclusive = small, poorly fitted or top-dose-only effect, or another doubt; inactive = no such curve, though single readings can be large; an effect the other way counts as inactive or inconclusive.

1	O=P(Nc1c(Cl)cccc1Cl)(c1ccccc1)c1nc2c(s1)CCCC2 (stereo not given)
2	O=C(N[C@H]1CP(=O)(Oc2ccccc2)O[C@H](COCc2ccccc2)[C@H]1O)C(Cl)(Cl)Cl (stereo not given in full)
3	CC1(C)C2CC=C(CN3CCC(O)CC3)C1C2 (stereo not given)
4	COC(=O)NC(=C(Cl)Cl)P(=O)(c1ccccc1)c1ccccc1
5	O=[N+]([O-])NC1=NCN(Cc2ccco2)CN1Cc1ccco1
6	O=c1[nH]c(=O)n(-c2ccc(Br)cc2)c(O)c1C=NC(CO)(CO)CO
7	CCN(CC)CCN=Cc1c(O)n(CCc2ccccc2)c(=O)[nH]c1=O
8	C=CCn1c(O)c(C(C)=Nc2cccc(C(F)(F)F)c2)c(=O)[nH]c1=O

| assay / entry | 1 | 2 | 3 | 4 | 5 | 6 | 7 | 8 |
| --- | --- | --- | --- | --- | --- | --- | --- | --- |
| CBFb-RUNX1 inh | -5% | 10% | 1% | 7% | -2% | 7% | -1% | 3% |
| HttQ103 aggreg | 3% | 19%[9.22 µM] | ? | -11%[9.22 µM] | 10% | 0%[9.22 µM] | -4% | -19%[9.22 µM] |
| GAA spleen mod | -6% | -8% | -28% | -2% | 7% | 3% | -24% | 3% |
| GAA inh | 7% | . | -4% | . | 4% | . | 9% | . |
| GAA glycogen | -3% | 0% | 1% | 4% | 9% | 4% | 7% | 4% |
| HTT cytoprotect | 8% | 14%[10 µM] | -8%[0.074 µM] | -8%[10 µM] | . | 9%[10 µM] | 24% | 6%[10 µM] |
| Lamin A splicing | 5% | . | 5% | . | 3% | . | -3% | . |

9	N[C@@H](Cc1c[nH]c2ccccc12)c1nnc(SCc2ccccc2)o1
10	CC/C(=N\Nc1cccc2ccccc12)c1c(O)[nH]c(=O)[nH]c1=O
11	O=C1NC(=S)N(c2ccccc2F)C(=O)/C1=C\c1cccs1
12	CC(Cc1ccc(O)cc1)NCC(O)c1cc(O)cc(O)c1 (stereo not given)
13	CCn1c(O)c(/C=N/N2CCOCC2)c(=O)n(CC)c1=S
14	CC(C)Oc1ccc(CCN)cc1Cl
15	O=C(Nc1nccs1)C(Cl)(Cl)Cl
16	O=[N+]([O-])c1cc(I)c(O)c(I)c1

| assay / entry | 9 | 10 | 11 | 12 | 13 | 14 | 15 | 16 |
| --- | --- | --- | --- | --- | --- | --- | --- | --- |
| CBFb-RUNX1 inh | -4% | -24% | 2% | 2%&-3%&12% | -2% | 10% | 1% | . |
| HttQ103 aggreg | 5% | -13% | ? | 21%[9.22 µM] | ? | -15% | 9% | ? |
| GAA spleen mod | 2% | 6% | -4% | -2%&-1%&-6% | 7% | -11% | 4% | . |
| GAA inh | -11% | 6% | 3% | . | 3% | 1% | 11% | . |
| GAA glycogen | -14% | ? | -3% | -1% | -1% | 0% | -3% | . |
| HTT cytoprotect | -2%[0.074 µM] | -8%[10 µM] | 44%[10 µM] | -45%[inhibitor] | -6%[10 µM] | 32%[10 µM] | -22% | -84%[inhibitor] |
| Lamin A splicing | -4% | -12% | ? | -2% | ? | -13% | 21%[46 µM] | ? |

17	CC1CCN(c2cc(Br)c([N+](=O)[O-])cc2F)CC1
18	CCOP(=O)(OCC)c1nc(-c2cccc3ccccc23)oc1N1CCCCC1
19	Cc1[nH]c2ccc(O)cc2c1CCN
20	COC(=O)C1=CO[C@@H](C)[C@@H]2CN3CC[C@]4(C(=O)Nc5c4ccc(OC)c5OC)[C@H]3C[C@H]12
21	COc1cc2c(cc1OC)CC[N+](C)=C2
22	N#CCCC#N
23	C=CCOC(=O)C1=C(C)OC(N)=C(C#N)[C@@]12C(=O)N(CC(N)=O)c1ccccc12
24	CC(C)(C)C(O)(CCc1ccc(Cl)cc1)Cn1cncn1 (stereo not given)

| assay / entry | 17 | 18 | 19 | 20 | 21 | 22 | 23 | 24 |
| --- | --- | --- | --- | --- | --- | --- | --- | --- |
| CBFb-RUNX1 inh | -2% | 15% | 1% | -8% | 1% | 0%[21.7 µM] | 6% | 0%[21.7 µM] |
| HttQ103 aggreg | -27%[9.22 µM] | ? | . | . | -13%[9.22 µM] | . | 12% | . |
| GAA spleen mod | -3% | ? | 10%&-5%&-3% | -1% | 9% | 2% | 1% | -13% |
| GAA inh | . | ? | . | . | . | . | -1% | . |
| GAA glycogen | 1% | -11% | . | . | -6% | . | 8% | . |
| HTT cytoprotect | -2%[10 µM] | -52%[inhibitor] | -44%[inhibitor] | -16% | -8%[10 µM] | ? | -11% | -15% |
| Lamin A splicing | . | 21%[9.22 µM] | -9% | . | . | . | -3% | . |

25	Oc1ccc2c3c1O[C@H]1c4oc5ccccc5c4C[C@@]4(O)C(C2)N(CC2CC2)CC[C@]314
26	O=C1NC(=O)N(Cc2ccc(F)cc2)C(=O)/C1=C\c1ccoc1
27	[N-]=[N+]=CC(=O)OC[C@H](N)C(=O)O
28	CN(C)CCCN=Cc1c(O)n(CCc2ccccc2)c(=O)[nH]c1=O
29	Cc1oc(-c2ccc(F)cc2F)nc1CN1C[C@@H]2C[C@@H](C1)c1cccc(=O)n1C2
30	Nc1ccc(N2CCN(Cc3ccccc3Cl)CC2)c(Cl)c1
31	CCCCCSc1cc(OC)c(CCN)cc1OC
32	O=C1NC(=O)C(Cc2cccs2)C(=O)N1

| assay / entry | 25 | 26 | 27 | 28 | 29 | 30 | 31 | 32 |
| --- | --- | --- | --- | --- | --- | --- | --- | --- |
| CBFb-RUNX1 inh | 17% | ? | 8% | -1% | 3% | -21% | 5% | 1% |
| HttQ103 aggreg | . | 8%[9.22 µM] | 10% | -3% | -12%[9.22 µM] | 0% | 5% | -26% |
| GAA spleen mod | 1% | -3% | 4% | -4% | -9% | -25% | -21% | -1% |
| GAA inh | . | 6% | -8%[15.4 µM] | -6% | . | -5% | -10% | -14% |
| GAA glycogen | . | -13% | 0% | 4% | 3% | -29% | 9% | -5% |
| HTT cytoprotect | -31%[inhibitor] | 9%[10 µM] | . | -2% | -26%[10 µM] | -13%[0.074 µM] | -28% | -12%[0.074 µM] |
| Lamin A splicing | . | 16%[46 µM] | ? | 0% | . | 3% | -6% | 3% |

33	Cc1ccc(CN2CCCC(C(=O)c3sccc3C)C2)o1 (stereo not given)
34	Cc1cc(C)[n+](C2C3CC4CC(C3)CC2C4)o1 (stereo not given)
35	COc1ccc(CCC(=O)N2CCC3(CC2)OCCO3)cc1
36	O=C1OC(c2cc(I)c(O)c(I)c2)(c2cc(I)c(O)c(I)c2)c2ccccc21
37	O=C(Cc1ccc([N+](=O)[O-])cc1)N1CCN(Cc2ccc3c(c2)OCO3)CC1
38	Cc1c(C(=O)N2CCC3(CC2)OCCO3)sc2ncnc(N(C)c3ccccc3)c12
39	Nc1ccc(Cl)c(Cl)c1
40	Cc1ccc(CNCCc2ccccc2F)cc1

| assay / entry | 33 | 34 | 35 | 36 | 37 | 38 | 39 | 40 |
| --- | --- | --- | --- | --- | --- | --- | --- | --- |
| CBFb-RUNX1 inh | 2% | -1% | 4% | ? | 0% | 7% | 10%[21.7 µM] | -6% |
| HttQ103 aggreg | -10% | 0% | 8% | . | -1%[9.22 µM] | -20% | . | -4% |
| GAA spleen mod | 3% | 2% | -2% | -10% | 2% | 0% | -3% | 4% |
| GAA inh | -2% | -17% | -3% | . | . | -13% | . | -3% |
| GAA glycogen | -6% | 11% | 0% | . | -1% | 3% | . | 11% |
| HTT cytoprotect | -66% | -38%[0.074 µM] | -8% | ? | -14%[10 µM] | -36% | -3% | -10%[10 µM] |
| Lamin A splicing | . | ? | 3% | . | . | ? | . | -4% |

Two records drawn at random from the list so far:
36	O=C1OC(c2cc(I)c(O)c(I)c2)(c2cc(I)c(O)c(I)c2)c2ccccc21
33	Cc1ccc(CN2CCCC(C(=O)c3sccc3C)C2)o1 (stereo not given)

| assay / entry | 36 | 33 |
| --- | --- | --- |
| CBFb-RUNX1 inh | ? | 2% |
| HttQ103 aggreg | . | -10% |
| GAA spleen mod | -10% | 3% |
| GAA inh | . | -2% |
| GAA glycogen | . | -6% |
| HTT cytoprotect | ? | -66% |
| Lamin A splicing | . | . |

Carrying on.
41	CCC#N
42	O=P(OCC(F)(F)C(F)F)(N1CCCCC1)N1CCCCC1
43	CC(c1ncncc1F)[C@](O)(Cn1cncn1)c1ccc(F)cc1F (stereo not given in full)
44	O=NN(c1ccccc1)c1ccccc1
45	CC(C)(C)OC(=O)c1ncn2c1[C@@H]1CCCN1C(=O)c1c(Br)cccc1-2
46	O=[N+]([O-])/C(Cl)=C1\NCCN1Cc1ccc(Cl)nc1
47	C=C1[C@@H](C)[C@H]2[C@H](Cc3ccccc3)NC(=O)[C@]23OC(=O)/C=C/[C@H](O)CCC[C@@H](C)C/C=C/[C@H]3[C@@H]1O

| assay / entry | 41 | 42 | 43 | 44 | 45 | 46 | 47 |
| --- | --- | --- | --- | --- | --- | --- | --- |
| CBFb-RUNX1 inh | 2%[21.7 µM] | 4% | . | -6%[21.7 µM] | 8% | 8% | -12%&2%&-9% |
| HttQ103 aggreg | . | 7% | 14% | . | 8% | 1%[9.22 µM] | . |
| GAA spleen mod | -1% | 2% | . | 14% | -3% | -6% | -10%&-4%&8% |
| GAA inh | . | 3% | . | . | . | 2% | 1%[15.4 µM] |
| GAA glycogen | . | 0% | . | . | . | 8% | 12% |
| HTT cytoprotect | ? | 15%[10 µM] | -69%[inhibitor] | -17% | 3% | -3%[10 µM] | -131%[inhibitor] |
| Lamin A splicing | . | -3% | ? | . | . | . | ? |

One compound at a time, as listed above:
CCC#N is entered as CBFb-RUNX1 inh: 2%[21.7 µM]; HttQ103 aggreg: .; GAA spleen mod: -1%; GAA inh: .; GAA glycogen: .; HTT cytoprotect: ?; Lamin A splicing: .
O=NN(c1ccccc1)c1ccccc1 is entered as CBFb-RUNX1 inh: -6%[21.7 µM]; HttQ103 aggreg: .; GAA spleen mod: 14%; GAA inh: .; GAA glycogen: .; HTT cytoprotect: -17%; Lamin A splicing: .
O=P(OCC(F)(F)C(F)F)(N1CCCCC1)N1CCCCC1 is entered as CBFb-RUNX1 inh: 4%; HttQ103 aggreg: 7%; GAA spleen mod: 2%; GAA inh: 3%; GAA glycogen: 0%; HTT cytoprotect: 15%[10 µM]; Lamin A splicing: -3%

The list is partial. The share of hits here may be higher or lower than overall.
